# High-throughput results deposited in PubChem by National Center for Advancing Translational Sciences (NCATS).
# FH mod – Identification of activators of human fumarate hydratase by quantitative high-throughput screening; FH coupled MDH/diaphorase resazurin fluorescence, 15 min; Potency, µM (highest dose often 79.9 µM), inactives show at the top dose activity change, negative = inhibition, most hits filed as inhibitors; actives 0.22% (n = 54,000); AID 1347055, 2019; also: the screen sought activators but most active calls are inhibition curves; nearly all actives have a fitted effect of over 45% in size
# Target sequence (P07954 whole entry, looked up): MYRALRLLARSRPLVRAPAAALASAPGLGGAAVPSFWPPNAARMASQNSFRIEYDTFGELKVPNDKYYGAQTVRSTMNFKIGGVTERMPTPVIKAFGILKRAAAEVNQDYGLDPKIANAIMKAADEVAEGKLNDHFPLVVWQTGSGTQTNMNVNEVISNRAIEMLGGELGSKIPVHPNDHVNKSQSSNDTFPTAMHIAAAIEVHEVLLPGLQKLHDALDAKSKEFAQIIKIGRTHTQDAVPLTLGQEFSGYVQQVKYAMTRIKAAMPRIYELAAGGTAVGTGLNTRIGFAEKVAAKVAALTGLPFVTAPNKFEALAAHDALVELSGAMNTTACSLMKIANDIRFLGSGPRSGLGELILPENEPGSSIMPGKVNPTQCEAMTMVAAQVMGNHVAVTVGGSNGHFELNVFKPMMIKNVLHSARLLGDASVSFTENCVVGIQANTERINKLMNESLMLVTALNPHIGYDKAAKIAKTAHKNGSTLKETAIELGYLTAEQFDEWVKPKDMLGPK
# NTMT1 inh – NTMT1 methyltransferase inhibition; Q9BV86; NTMT1 MTase-Glo SAH luminescence, purified enzyme; Potency, µM (doses to about 114 µM), without a hit: at the top dose activity change, negative = inhibition, hits mostly inhibitors; actives 2.5% (n = 59,000); AID 1645870;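 also: plate controls were DMSO vehicle for no effect and no enzyme for full effect; nearly all actives have a fitted effect of over 65% in size; many of its hits are not listed in these tables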
# Target sequence (Q9BV86 whole entry, looked up): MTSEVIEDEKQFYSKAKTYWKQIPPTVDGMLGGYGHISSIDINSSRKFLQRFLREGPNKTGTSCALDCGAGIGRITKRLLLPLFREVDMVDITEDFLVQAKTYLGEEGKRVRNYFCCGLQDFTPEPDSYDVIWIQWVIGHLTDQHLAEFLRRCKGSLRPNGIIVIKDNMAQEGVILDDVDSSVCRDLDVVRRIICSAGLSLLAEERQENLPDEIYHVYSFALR
# Starred values were filed as active, the others as inactive; ? = inconclusive; & = joins results of further samples; ! = a repeat was not active; [ ] = another dose, or the depositor's remark. Calls follow the shape of the dose curve; as a rule, active = well fitted curve in the direction sought with a large enough effect; inconclusive = small, poorly fitted or top-dose-only effect, or another doubt; inactive = no such curve, though single readings can be large; an effect the other way counts as inactive or inconclusive. Unless noted, % is scaled to controls: 0 for no effect and ±100 for the full control effect; potency is read from the fitted curve at half-maximal effect. Not all compounds are listed (hit frequency here may not be typical).
SMILES,FH mod,NTMT1 inh
C=C1[C@@H]2CC[C@@]3(C)[C@H](c4ccoc4)OC(=O)C[C@]13O[C@H]1CC(=O)C(C)(C)[C@H](C(O)C(=O)OC)[C@]12C (stereo partly specified),-5.8%[53.3 µM],-5.6%[29.8 µM]
C[C@@H]1O[C@@H](O[C@@H]2[C@@H](O)[C@@H](O[C@]3(CO)O[C@H](CO)[C@@H](O)[C@@H]3OC(=O)/C=C/c3ccc(O)cc3)O[C@H](CO)[C@H]2OC(=O)/C=C/c2ccc(O)cc2)[C@H](O)[C@H](O)[C@H]1O[C@@H]1O[C@@H](C)[C@H](O[C@@H]2OC[C@](O)(CO)[C@H]2O)[C@@H](O)[C@H]1O,1.9%[20.6 µM],12.3%[12.6 µM]
CN(C)c1nc(NC2CCC(NC(=O)c3ccc(F)c(F)c3)CC2)nc2ccccc12 (stereo unspecified),2.4%,-1.9%[57.5 µM]
CN1CCCC(n2nc(Cc3ccc(Cl)cc3)c3ccccc3c2=O)CC1 (stereo unspecified),15.5%&-1.1%[53.3 µM],?
C[C@@H](CN1CCC(n2c(=O)[nH]c3cc(Cl)ccc32)CC1)NC(=O)c1ccc2ccccc2c1,-11.5%,1.0%[57.5 µM]
CC(=O)OC1CC(C(C)(C)O)OC2CCC3(C)OC4=C(C(=O)C=C5C(C)C(OC(C)=O)C6(C)C(C)OC546)C(O)C3C12C (stereo unspecified),4.5%[20.6 µM],15.6%[12.6 µM]
CCC(C)(C)C1CCc2c(sc(NC(=O)c3ccc(Br)cc3)c2C#N)C1 (stereo unspecified),2.2%,16.1%[57.5 µM]
CC(=O)c1c(O)cc2cccc3c2c1CC(C)(O)O3 (stereo unspecified),-3.5%,-5.9%[57.5 µM]
CC(=O)SCC(CC(=O)c1ccc(C)cc1)C(=O)O (stereo unspecified),-4.9%[53.3 µM],-6.3%[57.5 µM]
CC1(C)CCC(C)(C)c2cc3c(cc21)Sc1ccccc1N=C3c1ccc(C(=O)O)cc1,-7.2%,0.1%[57.5 µM]
CC(CCc1ccc(O)cc1)NCCc1ccc(O)c(O)c1 (stereo unspecified),?,?
C[C@@H]1N[C@H]2N(C1=O)c1ccccc1[C@@]2(O)C[C@@H]1C(=O)N[C@@H](C)c2nc3ccccc3c(=O)n21,7.5%[53.3 µM],1.2%[29.8 µM]
CC1(C)CCC2(C(=O)OC3OCC(O)C(O)C3O)CCC3(C)C(=CCC4C5(C)CC(O)C(OC6OC(COC7OCC(O)C(O)C7O)C(O)C(O)C6O)C(C)(C)C5CCC43C)C2C1 (stereo unspecified),-1.3%[20.6 µM],-4.9%[12.6 µM]
NC(N)=NCCN1CCCCCCC1,-2.3%[0.673 µM],20.8%[0.501 µM]
Cc1nc(CNc2ncnc3ccc(-c4ccc5c(c4)OCO5)cc23)cs1,?,?
CNC(C)C(=O)NC(C(=O)N1CCCC1C(=O)Nc1cccc2ncccc12)C(C)C (stereo unspecified),-0.6%,3.0%[57.5 µM]
CC1(C)C(=O)C(C)(C)c2cc(C(=O)Nc3ccc(C(=O)O)cc3)ccc21,-0.5%,5.1%[57.5 µM]
CCCCc1ncc(/C=C(\Cc2cccs2)C(=O)O)n1Cc1ccc(C(=O)O)cc1,3.7%,?
CCCCCCCCCCCCCCCC(=O)O[C@H]1[C@@H](O)[C@@H](O)[C@@H]([C@H](NC(=O)[C@@H]2C[C@@H](CCC)CN2C)[C@H](C)Cl)O[C@@H]1SC,-11.8%[53.3 µM],-1.6%[57.5 µM]
Cc1ccc(CCCO)c(NCc2ccc3nc(NCCCN4CCOCC4)n(Cc4nc(C)ccc4O)c3c2)c1,-5.5%,2.2%[57.5 µM]
C#Cc1ccc(-c2ccccc2F)cc1,-12.6%[53.3 µM],-5.1%[57.5 µM]
Cc1ccc2c(c1)c1c(n2CCc2ccc(C)nc2)CCN(C)C1,12.8%,-0.6%&-14.2%[57.5 µM]
CCCCCCCCCCCCCCCC(=O)OC[C@@H](NC(=O)C(Cl)Cl)[C@H](O)c1ccc([N+](=O)[O-])cc1,-1.6%[53.3 µM],-39.3%[57.5 µM]
C[C@@]12C[C@]3(O)O[C@H](O1)[C@]1(COC(=O)c4ccccc4)[C@H]3C[C@@]12O[C@@H]1O[C@H](COC(=O)c2ccccc2)[C@@H](O)[C@H](O)[C@H]1O,-0.7%[53.3 µM],5.9%[29.8 µM]
CCOC(=O)OC(C)OC1=C(C(=O)Nc2ccccn2)N(C)S(=O)(=O)c2ccccc21 (stereo unspecified),-1.3%[53.3 µM],17.6%[57.5 µM]
# Carrying on.
SMILES,FH mod,NTMT1 inh
CCCN(CCN1CCN(c2ccccc2OC)CC1)C1CCc2ncsc2C1 (stereo unspecified),4.3%,?
Cc1ccc(NC(=O)N2CCN(c3nc(N)nc4sc(-c5cccnc5)nc34)CC2)cc1,-18.1%,-2.2%[57.5 µM]
CC(NC(=O)C(O)C(C)C)C(=O)NC1C(=O)N(C)CCc2ccccc21 (stereo unspecified),-12.3%,-0.5%[57.5 µM]
O=c1[nH]nc(Sc2ncc([N+](=O)[O-])s2)n1-c1ccc2c(c1)OCCO2,10.6%[53.3 µM],4.29µM*!
O=C1NCCCc2c1oc1ccc(O)cc21,-3.8%,-9.5%
O=C(O)c1ccnc(-c2cc(C(=O)NCCc3ccccc3)ccn2)c1,22.3%,?
Cc1nc(CN(C)c2ncnc3ccc(-c4ccc5c(c4)OCO5)cc23)cs1,-8.9%,7.94µM*
CC(C)C[C@H](CC(=O)NO)C(=O)N[C@H](C(=O)N[C@@H](C)C(=O)NCCN)C(C)(C)C,6.9%[13.5 µM],6.5%[12.6 µM]
CCCCC(CC)COC(=O)C(C#N)=C(c1ccccc1)c1ccccc1 (stereo unspecified),2.9%&-11.7%[53.3 µM],11.9%&19.9%[57.5 µM]
CCOC(=O)c1cc2ccc(O)cc2oc1=O,6.5%,?
COc1c(O[C@@H]2O[C@H](CO)[C@@H](O)[C@H](O)[C@H]2O)c(CCC(=O)O)cc2ccoc12,4.7%[53.3 µM],68.0%[activator][57.5 µM]
O=C1NC(Cc2c[nH]c3ccccc23)C(=O)NC1Cc1c[nH]c2ccccc12 (stereo unspecified),0.6%[53.3 µM],4.6%[29.8 µM]
OC[C@H]1O[C@@H](n2cnc3c(NCc4ccc(O)cc4)ncnc32)[C@H](O)[C@@H]1O,3.0%,-8.4%[57.5 µM]
Cc1ccc(Nc2nccc(N(C)c3ccc4c(C)n(C)nc4c3)n2)cc1S(N)(=O)=O,6.5%,15.8µM*!
COC(=O)C1=C(C)NC(C)=C(C(=O)OCC(C)C)C1c1ccccc1[N+](=O)[O-] (stereo unspecified),?,3.3%[57.5 µM]
O=C(CCCN1CCN(c2ccc(F)cc2)CC1)NC1c2ccccc2CSc2ccccc21 (stereo unspecified),-5.9%[53.3 µM],?
CCC(NC(=O)CC(NC(=O)C(CO)NC(=O)C(CC)NC(=O)c1ccc[nH]1)c1ccccc1)C(=O)O (stereo unspecified),6.1%[20.6 µM],16.1%[12.6 µM]
Cc1c(-c2ccnc(Nc3cc(Br)cc(C(F)(F)F)c3)n2)sc(=O)n1C,7.9%,16.0%
C[C@@H]1O[C@@H](O[C@H]2[C@H](O[C@H]3CC[C@@]4(C)C(CC[C@]5(C)C4CC=C4[C@@H]6CC(C)(C)CC[C@]6(C(=O)O)CC[C@]45C)[C@]3(C)CO)OC[C@H](O)[C@@H]2O)[C@H](O)[C@H](O[C@@H]2OC[C@@H](O)[C@H](O)[C@H]2O)[C@H]1O (stereo partly specified),0.5%[20.6 µM],-3.5%[12.6 µM]
CC(C)=C1CC2C(CCC2(C)O)C(C)(O)CC1=O (stereo unspecified),0.2%,3.6%[57.5 µM]
O=C(O)C1CN(Cc2ccc(-c3nc4cc(Cc5ccccc5F)ccc4s3)c(F)c2)C1,8.8%[13.5 µM],3.0%[12.6 µM]
CC(NC(=O)[C@H](Cc1ccccc1)NC(=O)OCc1ccccc1)C(=O)CF (stereo partly specified),0.9%,16.4%[57.5 µM]
Cc1ccc(Cl)c(OCC(O)CNC(C)(C)C)c1 (stereo unspecified),6.5%[53.3 µM],-26.3%[57.5 µM]
COc1cc(N2CCC(O)CC2)ccc1Nc1nc(Nc2ccccc2S(=O)(=O)C(C)C)c2[nH]cnc2n1,-19.3%,1.4%[57.5 µM]
CC1CCC2(C(=O)O)CCC3(C)C(=CCC4C5(C)CCC(OC(=O)/C=C/c6ccccc6)C(C)(C)C5CCC43C)C2C1C (stereo unspecified),0.6%[20.6 µM],1.8%[12.6 µM]

# Part of the list above, as labelled records.
O=C1NC(Cc2c[nH]c3ccccc23)C(=O)NC1Cc1c[nH]c2ccccc12 (stereo unspecified)
  FH mod: 0.6%[53.3 µM]
  NTMT1 inh: 4.6%[29.8 µM]
OC[C@H]1O[C@@H](n2cnc3c(NCc4ccc(O)cc4)ncnc32)[C@H](O)[C@@H]1O
  FH mod: 3.0%
  NTMT1 inh: -8.4%[57.5 µM]
Cc1ccc(Nc2nccc(N(C)c3ccc4c(C)n(C)nc4c3)n2)cc1S(N)(=O)=O
  FH mod: 6.5%
  NTMT1 inh: 15.8µM*!

# (further entries)
SMILES,FH mod,NTMT1 inh
O=C(O)c1cccc(-c2noc(-c3ccccc3F)n2)c1,5.4%[53.3 µM],?
COC(=O)Nc1ccc(-c2nc(N3CCOCC3)c3cnn(C4CCN(C(=O)OC)CC4)c3n2)cc1,-7.8%,-4.9%
O=C1CCCC2=C1C(c1[nH]ncc1Cl)N=C(Nc1nc3ccccc3o1)N2 (stereo unspecified),1.3%,7.5%[57.5 µM]
N#Cc1cnc2c(Cl)cc(NCc3cn(CCN4CCCCCC4)nn3)cc2c1Nc1ccc(F)c(Cl)c1,-11.2%,10µM*
COC(=O)CC1OC(C)C2=C(O)c3c(O)cccc3C(=O)C23OC13 (stereo unspecified),?,-8.4%[29.8 µM]
COC(=O)[C@@]1(C)CC[C@]2(C(=O)O[C@@H]3O[C@H](CO)[C@@H](O)[C@H](O)[C@H]3O)CC[C@]3(C)C(=CCC4[C@@]5(C)CC[C@H](O[C@@H]6O[C@H](C(=O)O)[C@@H](O)[C@H](O)[C@H]6O)C(C)(C)C5CC[C@]43C)[C@@H]2C1 (stereo partly specified),-1.9%[20.6 µM],-17.0%[12.6 µM]
O=C(NCCN1CCC(n2c(=O)[nH]c3ccccc32)CC1)c1cc2cc(F)ccc2[nH]1,-2.8%,-5.4%[57.5 µM]
CNC(=O)c1ccc2cc([C@@]3(O)CCn4cncc43)ccc2c1,3.6%,5.2%[57.5 µM]
O=C(NCCCCN1CCOCC1)c1cc2ccccc2o1,-13.0%[53.3 µM],?
COc1cc2c(cc1OC(C)C)[C@H](c1ccc(Cl)cc1)N(c1ccc(N(C)CC3CCC(N4CCN(C)C(=O)C4)CC3)cc1)C(=O)C2 (stereo partly specified),-10.5%,-7.6%
Nc1ccc(C(=O)Oc2ccccc2)c(O)c1,-9.6%[53.3 µM],-3.4%[57.5 µM]
O=C(NCC(=O)N1CCCC1)Nc1ccc2ccccc2c1,2.9%,0.7%[57.5 µM]
CN1CCN(c2nc(C3=C(c4c[nH]c5ccccc45)C(=O)NC3=O)c3ccccc3n2)CC1,6.1%,?
Cc1ccnn1-c1ccc(C(=O)N2CCN(S(=O)(=O)c3ccc(Cl)c(C(F)(F)F)c3)CC2)cc1,-3.5%,6.3%[57.5 µM]
C=C1C(=O)O[C@@H]2C[C@@]3(C)CCC[C@H](C)C3=C[C@H]12,5.5%,11.3%[57.5 µM]
O=C(O)c1ccc(CCCc2ccc(OCCc3ccc(F)cc3)cc2)o1,2.5%,?
COc1cc(C#N)ccc1S(=O)(=O)Nc1ccc2c(c1)cc(C)c(=O)n2C,-5.6%,13.3%[57.5 µM]
CCOC(=O)c1cc(C#N)c(N2CCC(C(=O)NS(=O)(=O)Cc3ccccc3)CC2)nc1C,-4.4%,32.2%[activator][57.5 µM]
COC1CCN(C(=O)c2cc(Cc3n[nH]c(=O)c4ccccc34)ccc2F)CC1,10.7%,4.2%[57.5 µM]
Oc1cccc(-c2c3nc(c(-c4cccc(O)c4)c4ccc([nH]4)c(-c4cccc(O)c4)c4nc(c(-c5cccc(O)c5)c5ccc2[nH]5)CC4)C=C3)c1,-22.5%[53.3 µM],22.4µM*
Nc1nc(=S)c2[nH]cnc2[nH]1,-14.9%&-5.0%[53.3 µM],3.55µM*
CC1(C)CCCC2(C)C1C(=O)C=C(C(=O)O)C2(O)C(=O)O (stereo unspecified),-0.6%,-13.3%[57.5 µM]
CCNC(=O)C#Cc1ccc2c(C(=Nc3ccc(CN(C)C)cc3)c3ccccc3)c(O)[nH]c2c1,?,31.6µM*
CC(C)N(CCCNC(=O)Nc1ccc(C(C)(C)C)cc1)C[C@H]1O[C@@H](n2cc(Br)c3c(N)ncnc32)[C@H](O)[C@@H]1O,2.5%,8.91µM*
O=C(O)Cc1csc(-c2ccc(Cl)cc2)n1,11.4%[53.3 µM],16.7%[57.5 µM]
COc1cc2c(cc1O)C1(Cc3ccc4c(c3C1O)OCO4)[N+](C)([O-])CC2 (stereo unspecified),-12.7%[53.3 µM],11.1%[29.8 µM]
CCOc1ccc2ccccc2c1C(=O)N[C@@H]1C(=O)N2[C@@H]1SC(C)(C)[C@@H]2C(=O)O,3.6%,1.8%&23.3%[57.5 µM]
CC1=C2CC(=O)C(C)CC/C=C(\C)CC2(O)OC1=O (stereo unspecified),6.5%,-5.4%[57.5 µM]
Nc1nc(OCc2ccccc2)c2[nH]cnc2n1,2.5%&-12.5%[53.3 µM],?
